USP1-UAF1 inh = USP1/UAF1 (human) deubiquitinase inhibition | 0.23% of 390,000 active | O94782 | Potency, µM (highest dose often 57.1 µM), inactives show at the top dose activity change, negative = inhibition, usual class: inhibitors | recombinant USP1/UAF1, Ub-Rhodamine cleavage fluorescence; also: potency is read from the fitted curve at half-maximal effect; % is scaled to controls: 0 for no effect and ±100 for the full control effect; nearly all actives have a fitted effect of over 60% in size; inactives centre near -12
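1 nM enzyme complex + cpd, 15 min RT; start with Ub-Rho 150nM final; kinetic fluorescence ex 480/em 540, 6 reads q60 s. Buffer 50mM HEPES pH 7.8, 0.5mM EDTA, 0.1 mg/ml BSA, 1mM TCEP, 0.01% Tween-20.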
TrxR1 inh = blocks rat thioredoxin reductase 1; O89049; recombinant rTrxR1, NADPH fluorescence consumption, selenite substrate; Potency, µM (series often up to 114 µM), without a hit: at the top dose activity change, negative = inhibition, hits mostly inhibitors; 1% of 390,000 active; also: potency is read from the fitted curve at half-maximal effect; % is scaled to controls: 0 for no effect and ±100 for the full control effect; nearly all actives have a fitted effect of over 65% in size
Target sequence (O89049 whole entry, looked up): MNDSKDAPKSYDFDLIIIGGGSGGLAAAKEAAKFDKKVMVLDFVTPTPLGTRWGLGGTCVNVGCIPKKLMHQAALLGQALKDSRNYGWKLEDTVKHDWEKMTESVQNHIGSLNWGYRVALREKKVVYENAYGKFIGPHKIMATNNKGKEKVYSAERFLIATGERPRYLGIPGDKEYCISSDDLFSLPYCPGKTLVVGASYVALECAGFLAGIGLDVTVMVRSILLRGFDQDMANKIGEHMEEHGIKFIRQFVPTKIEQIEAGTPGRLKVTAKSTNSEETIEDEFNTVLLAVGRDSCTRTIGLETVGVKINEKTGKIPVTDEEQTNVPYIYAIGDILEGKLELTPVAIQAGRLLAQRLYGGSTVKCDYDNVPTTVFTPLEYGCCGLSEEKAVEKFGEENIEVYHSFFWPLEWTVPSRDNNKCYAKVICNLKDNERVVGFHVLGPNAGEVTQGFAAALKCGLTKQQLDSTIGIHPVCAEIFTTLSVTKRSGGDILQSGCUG
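Rat TrxR1 (90 nM in the dispensed reagent) was pre-reduced with 400 uM NADPH for 5 min at room temperature, then incubated with compound for 15 min. After 400 uM selenite was added, NADPH fluorescence (Ex 340/Em 450 nm) was followed for 8 min.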
TrxR1 substrate = rat thioredoxin reductase 1 substrate activity; O89049; purified TrxR1 substrate turnover, NADPH consumption readout; Potency, µM (series often up to 114 µM), for the others: at the highest dose activity change, negative = substrate turnover; 0.01% of 390,000 active; also: potency is read from the fitted curve at half-maximal effect; % is scaled to controls: 0 for no effect and ±100 for the full control effect; nearly all actives have a fitted effect of over 50% in size
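Rat TrxR1, dispensed at 90 nM, was prereduced with 400 uM NADPH (final) for 5 min at ~22 deg C, then incubated with compound 15 min before 400 uM selenite. A first-read NADPH fluorescence drop versus no-compound background flagged substrates.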
Tb PGK inh = inhibitors of T. brucei phosphoglycerate kinase; 0.043% of 380,000 active; PGK/GAPDH coupled, Kinase-Glo luminescence, 60 min; AID 602233; Potency, µM (titrated, usually from 57.5 µM), for inactives: top-dose activity change, negative = inhibition, hits mostly inhibitors; also: potency is read from the fitted curve at half-maximal effect; % is scaled to controls: 0 for no effect and ±100 for the full control effect; nearly all actives have a fitted effect of over 60% in size
Target sequence (P07378 whole entry, looked up): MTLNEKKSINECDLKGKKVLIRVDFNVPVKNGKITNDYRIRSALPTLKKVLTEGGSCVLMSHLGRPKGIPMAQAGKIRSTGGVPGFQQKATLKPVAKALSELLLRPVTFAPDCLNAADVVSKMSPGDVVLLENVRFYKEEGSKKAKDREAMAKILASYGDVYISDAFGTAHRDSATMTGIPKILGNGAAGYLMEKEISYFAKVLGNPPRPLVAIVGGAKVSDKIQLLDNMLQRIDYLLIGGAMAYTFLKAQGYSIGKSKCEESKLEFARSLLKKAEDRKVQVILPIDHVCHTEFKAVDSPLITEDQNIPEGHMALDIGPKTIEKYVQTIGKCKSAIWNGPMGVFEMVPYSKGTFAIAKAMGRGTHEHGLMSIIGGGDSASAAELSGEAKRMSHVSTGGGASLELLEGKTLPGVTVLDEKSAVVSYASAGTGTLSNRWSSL
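Luminescent ATP detection (Kinase-Glo Plus) follows a 60-minute room-temperature incubation, with wells lacking PGK as controls. Buffer: 100 mM TEA (pH 7.6), 5 mM MgCl2, 0.01% Tween-20. Coupling enzyme GAPDH (100 nM final) supplies unstable 1,3-BPG in-well.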
PI4K2A block = blocks human PI4K2A kinase activity; activity change, negative = inhibition, % at 76.9 µM; purified PI4K2A, ADP-Glo luminescence, 1 h; hits give low values; Q9BTU6; 0.13% of 420,000 active; in the data active = activity change below about -50%; inconclusive = mostly about -30% to -49%;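 also: -100% = wells without enzyme as full effect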
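In this quantitative HTS, ADP production by PI4K2A was quantified luminescently after 1 h at ambient temperature; 100 microM adenosine served as plate-quality control.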
HP1b chromo inh = blocks HP1-beta chromodomain binding to methylated histone tails; P83916; AlphaScreen HP1-beta / biotin-H3K9me3 peptide binding; 0.56% of 390,000 active; Potency, µM (doses to about 114 µM), inactives show at the highest dose activity change, negative = inhibition, most hits filed as inhibitors; also: potency is read from the fitted curve at half-maximal effect; nearly all actives have a fitted effect of over 70% in size; inactives centre near 23
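Compound inhibition of the preformed complex between 50 nM HP1-beta and 50 nM biotinylated H3K9me3 peptide was read by AlphaScreen. Buffer was PBS pH 7.4 with 0.01% Tween-20. Incubations ran 30 min at room temperature, with 10 ug/mL donor/acceptor beads.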
GLS inh = glutaminase GLS (human) inhibition | O94925 | GLS enzymatic activity, qHTS titration | Potency, µM (top dose mostly 45.5 µM), inactives show top-dose activity change, negative = inhibition, usual class: inhibitors | 0.21% of 410,000 active | AID 624170; also: potency is read from the fitted curve at half-maximal effect; % is scaled to controls: 0 for no effect and ±100 for the full control effect
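Human kidney-isoform GLS in 45 mM KH2PO4 pH 8.2, 0.02% Tween-20, with compound, started with 1mM L-Glutamine (added stock). Glutamate oxidase/HRP/Amplex red coupled fluorescence read at start and after 30 min at RT.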
IDH1 R132H inh = human IDH1 R132H inhibition; O75874; IDH1-R132H enzyme, NADPH consumption, diaphorase/resazurin fluorescence; Potency, µM (titrated, usually from 76.6 µM), inactives show at the highest dose activity change, negative = inhibition, actives largely listed as inhibitors; 0.093% of 390,000 active; also: potency is read from the fitted curve at half-maximal effect; % is scaled to controls: 0 for no effect and ±100 for the full control effect; nearly all actives have a fitted effect of over 65% in size
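IDH1-R132H (0.5 ug/mL dispensed) in pH 7.5 Tris buffer was preincubated 30 min with compound, then given a substrate mix of 0.016 mM NADPH and 2 mM alpha-KG for 80 min at room temperature; remaining NADPH was read by diaphorase/resazurin fluorescence.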
Pin1 inh = human Pin1 inhibition | Potency, µM (series often up to 115 µM), without a hit: at the top dose activity, negative = inhibition, hits mostly inhibitors | Pin1 FP peptide displacement, HiFluor488, 10 min | 0.009% of 390,000 active | AID 504891 | Q13526; active = well fitted inhibition curve with a large enough effect in the polarisation, with a control signal flat, not every such curve was filed as active; inconclusive = small, poorly fitted or top-dose-only effect, or effect the other way, or a change in a side signal; inactive = no such curve, though single readings can be large or run the other way; the % refers to the polarisation; also: potency is read from the fitted curve at half-maximal effect; % is scaled to controls: 0 for no effect and ±100 for the full control effect
Numbers without * were called inactive; [ ] = another dose, or the depositor's remark. Unless noted, calls follow the shape of the dose curve; as a rule, active = well fitted curve in the direction sought with a large enough effect; inconclusive = small, poorly fitted or top-dose-only effect, or another doubt; inactive = no such curve, though single readings can be large; an effect the other way counts as inactive or inconclusive.

Results for COc1cccc(-c2nc3n(n2)C(c2cccs2)C(C(=O)Nc2cccnc2)=C(C)N3)c1 (stereo unspecified) ?
USP1-UAF1 inh: -14.9%; TrxR1 inh: 7.6%[57.1 µM]; TrxR1 substrate: 6.2%[57.1 µM]; Tb PGK inh: 8.3%; PI4K2A block: -5.2; HP1b chromo inh: 51.9%[activator]; GLS inh: 15.1%; IDH1 R132H inh: -9.7%; Pin1 inh: -3.1%

Results for CCCCCCCC(=O)N1c2ccccc2NC(=O)C1CC(=O)Nc1ccc(C(=O)O)cc1 (stereo unspecified) ?
USP1-UAF1 inh: 1.4%; TrxR1 inh: 1.8%; TrxR1 substrate: -0.3%; Tb PGK inh: 2.4%; PI4K2A block: -22.3; HP1b chromo inh: 12.2%; GLS inh: 13.4%; IDH1 R132H inh: -3.3%; Pin1 inh: -12.4%

What do the screens show for `Cc1ccc(-c2nnn(CC(=O)N(Cc3cccs3)C(C(=O)NC(C)(C)C)c3ccco3)n2)o1` (stereo unspecified)?
USP1-UAF1 inh: -5.8%; TrxR1 inh: 5.5%; TrxR1 substrate: -5.4%; Tb PGK inh: -4.8%; PI4K2A block: -4.1; HP1b chromo inh: 23.8%; GLS inh: -3.6%; IDH1 R132H inh: -9.7%; Pin1 inh: 0.8%

How did N#Cc1c(N2C(=O)Nc3ccccc3N2O)sc2c1CCCC2 do in these assays?
USP1-UAF1 inh: -18.0%; TrxR1 inh: 27.0%[57.1 µM]; TrxR1 substrate: 14.2%[57.1 µM]; Tb PGK inh: 2.2%; PI4K2A block: -6.7; HP1b chromo inh: 30.2%; GLS inh: 9.0%; IDH1 R132H inh: 8.6%; Pin1 inh: 4.9%

How did N#Cc1c(SCC(N)=O)nsc1SCc1ccccc1Cl do in these assays?
USP1-UAF1 inh: 0.8%; TrxR1 inh: -17.3%[57.1 µM]; TrxR1 substrate: -1.8%[57.1 µM]; Tb PGK inh: 0.8%; PI4K2A block: -1.9; HP1b chromo inh: 29.4%; GLS inh: 4.0%; IDH1 R132H inh: 2.0%; Pin1 inh: 9.0%

Results for C=CCNC(=O)c1onc(CSc2ccncc2)c1C(=O)NCC=C ?
USP1-UAF1 inh: inconclusive; TrxR1 inh: 2.1%; TrxR1 substrate: 2.8%; Tb PGK inh: inactive; PI4K2A block: -4.2; HP1b chromo inh: 47.3%[activator]; GLS inh: -1.2%; IDH1 R132H inh: 15.6%; Pin1 inh: -0.6%

Results for Cc1ccc(SCC(=O)Nc2ccc(N3CCN(C)CC3)c(F)c2)c(C)c1 ?
USP1-UAF1 inh: -17.3%; TrxR1 inh: 39.4%[activator]; TrxR1 substrate: 0.5%[57.1 µM]; Tb PGK inh: -6.6%; PI4K2A block: 3.9; HP1b chromo inh: 10.8%; GLS inh: -7.3%; IDH1 R132H inh: 2.2%; Pin1 inh: 2.9%

How did CCN1CCN(C(c2cccs2)C(C)NS(=O)(=O)c2ccccc2)CC1 (stereo unspecified) do in these assays?
USP1-UAF1 inh: -6.7%; TrxR1 inh: 7.9%[57.1 µM]; TrxR1 substrate: 3.1%[57.1 µM]; Tb PGK inh: 6.4%; PI4K2A block: 0.5; HP1b chromo inh: 21.4%; GLS inh: -1.4%; IDH1 R132H inh: 4.4%; Pin1 inh: -3.2%

What do the screens show for `O=C1c2cccc3cc([N+](=O)[O-])cc(c23)C(=O)N1CCN1CCCC1`?
USP1-UAF1 inh: -16.6%; TrxR1 inh: -21.3%; TrxR1 substrate: -15.9%; Tb PGK inh: 0.9%; PI4K2A block: -3.0; HP1b chromo inh: -8.1%; GLS inh: -0.7%; IDH1 R132H inh: -7.3%; Pin1 inh: inconclusive

How did O=S1(=O)[C@H]2C[C@H](CO)O[C@@]2(CO)CN1Cc1ccc(-c2ccc(F)cc2)cc1 do in these assays?
USP1-UAF1 inh: -26.5%; TrxR1 inh: 4.8%; TrxR1 substrate: 4.4%; Tb PGK inh: inactive; PI4K2A block: 0.3; HP1b chromo inh: 61.5%[activator]; GLS inh: -3.6%; IDH1 R132H inh: 11.8%; Pin1 inh: 0.6%

Results for COc1cc(C2NC(=O)NC(O)(C(F)(F)F)C2C(=O)c2ccc(Cl)cc2)ccc1O (stereo unspecified) ?
USP1-UAF1 inh: -22.6%; TrxR1 inh: inconclusive; TrxR1 substrate: -4.8%; Tb PGK inh: -1.9%; PI4K2A block: 4.1; HP1b chromo inh: 49.7%[activator]; GLS inh: 9.1%; IDH1 R132H inh: 4.4%; Pin1 inh: -5.5%

What do the screens show for `Oc1ccc(C=NNC(=S)Nc2ccc(F)cc2)c(O)c1`?
USP1-UAF1 inh: -14.9%; TrxR1 inh: -32.0%; TrxR1 substrate: -10.7%; Tb PGK inh: 3.7%; PI4K2A block: 4.2; HP1b chromo inh: 18.7%; GLS inh: 79.6%[activator]; IDH1 R132H inh: -11.8%; Pin1 inh: 13.4%

What do the screens show for `CCC1C(C#N)=C(SC)NC2=C1C(=O)CC(C)(C)C2` (stereo unspecified)?
USP1-UAF1 inh: -15.9%; TrxR1 inh: -15.2%; TrxR1 substrate: 2.0%; Tb PGK inh: 4.0%; PI4K2A block: 4.0; HP1b chromo inh: 48.4%[activator]; GLS inh: 16.5%; IDH1 R132H inh: 2.2%; Pin1 inh: -6.8%

How did CN1CCN(S(=O)(=O)c2ccc(N)cc2)CC1 do in these assays?
USP1-UAF1 inh: inconclusive; TrxR1 inh: 2.0%; TrxR1 substrate: -0.6%; Tb PGK inh: inactive; PI4K2A block: -1.1; HP1b chromo inh: 58.0%[activator]; GLS inh: 1.4%; IDH1 R132H inh: 3.2%; Pin1 inh: -6.1%

Results for COc1ccc(NC(=O)c2ccccc2NC(=O)COc2ccccc2)cc1 ?
USP1-UAF1 inh: -10.5%; TrxR1 inh: 53.4%[activator][57.1 µM]; TrxR1 substrate: 8.1%[57.1 µM]; Tb PGK inh: -8.1%; PI4K2A block: -1.5; HP1b chromo inh: 30.0%; GLS inh: -5.7%; IDH1 R132H inh: 0.4%; Pin1 inh: -8.7%

Results for Cc1ccc(S(=O)(=O)N2CCC(C(=O)NN3CCCCC3)CC2)cc1 ?
USP1-UAF1 inh: -4.7%; TrxR1 inh: 36.1%[activator]; TrxR1 substrate: 3.4%; Tb PGK inh: -7.0%; PI4K2A block: 0.5; HP1b chromo inh: 44.6%[activator]; GLS inh: 9.5%; IDH1 R132H inh: -1.9%; Pin1 inh: 1.6%

What do the screens show for `CCc1ccc(/C=C2\Oc3c(ccc(O)c3CN3CCN(CCO)CC3)C2=O)cc1`?
USP1-UAF1 inh: -22.0%; TrxR1 inh: -24.8%; TrxR1 substrate: -3.7%; Tb PGK inh: -11.3%; PI4K2A block: -1.9; HP1b chromo inh: 39.4%; GLS inh: 19.5%; IDH1 R132H inh: 4.3%; Pin1 inh: inconclusive

Results for COc1cc(CN2CCCCC2)ccc1OCc1ccccc1 ?
USP1-UAF1 inh: -19.2%; TrxR1 inh: 21.2%; TrxR1 substrate: 7.7%; Tb PGK inh: -1.9%; PI4K2A block: 6.3; HP1b chromo inh: inconclusive; GLS inh: 2.3%; IDH1 R132H inh: 14.6%; Pin1 inh: -11.2%

How did CCC(=O)n1nc(-c2cccnc2)nc1NCc1cccs1 do in these assays?
USP1-UAF1 inh: -8.4%; TrxR1 inh: 20.3%[57.1 µM]; TrxR1 substrate: 6.9%[57.1 µM]; Tb PGK inh: inactive; PI4K2A block: 5.2; HP1b chromo inh: 11.9%; GLS inh: 13.2%; IDH1 R132H inh: 2.5%; Pin1 inh: -2.5%

What do the screens show for `CCC(C)NC(=O)c1ccccc1NC(=O)Nc1ccccc1` (stereo unspecified)?
USP1-UAF1 inh: -13.0%; TrxR1 inh: 11.8%[11.4 µM]; TrxR1 substrate: 10.0%[11.4 µM]; Tb PGK inh: -8.3%; PI4K2A block: 5.5; HP1b chromo inh: 55.1%; GLS inh: -7.8%; IDH1 R132H inh: 2.2%; Pin1 inh: -7.5%

What do the screens show for `c1ccc(CSc2ncccn2)cc1`?
USP1-UAF1 inh: -2.7%; TrxR1 inh: 29.4%[57.1 µM]; TrxR1 substrate: 8.6%[57.1 µM]; Tb PGK inh: -7.8%; PI4K2A block: 2.6; HP1b chromo inh: 18.7%; GLS inh: -2.2%; IDH1 R132H inh: 13.5%; Pin1 inh: 0.8%

What do the screens show for `O=C(CN1CCN(C(=O)c2ccco2)CC1)NCc1ccc(Cl)cc1`?
USP1-UAF1 inh: 7.2%; TrxR1 inh: 14.1µM*; TrxR1 substrate: 10.0%; Tb PGK inh: 13.3%; PI4K2A block: 0.3; HP1b chromo inh: 30.6%; GLS inh: 4.3%; IDH1 R132H inh: 1.4%; Pin1 inh: 6.7%

How did CC1CCCC(C)N1CCCNC(=O)CN1C(=O)c2cccnc2Oc2ccc(Cl)cc21 (stereo unspecified) do in these assays?
USP1-UAF1 inh: -20.3%; TrxR1 inh: 20.2%; TrxR1 substrate: 4.8%; Tb PGK inh: 9.9%; PI4K2A block: -5.4; HP1b chromo inh: 38.8%; GLS inh: -9.9%; IDH1 R132H inh: 6.8%; Pin1 inh: -15.8%

Screening data (PubChem)

Only part of the results is shown; rates above refer to the full screens.
